Screening results: PubChem BioAssay, several laboratories
CatS inh = inhibitors of human cathepsin S; recombinant cathepsin S, AMC dipeptide fluorescence, pooled mixtures; 0.06% of 62,000 active; inhibition, %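 (tested at 5 µM per compound within 10-compound mixtures)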; P25774; in the data active = inhibition above about 32%, passing the limit was not always enough;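 also: 0% = enzyme without compound and 100% = blank without enzyme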
CatL inh = blocks human cathepsin L protease activity | 0.17% of 58,000 active | purified cathepsin L, fluorogenic substrate, fluorescence | inhibition, %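 (tested at 10 µM)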; in the data active = inhibition above about 45%;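 also: 0% = enzyme with no compound and 100% = no enzyme blank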
CatB block = blocks human cathepsin B protease activity | P07858 | AID 453 | inhibition, %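 (tested at 10 µM)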 | 0.1% of 63,000 active | purified cathepsin B, fluorogenic substrate, fluorescence; in the data active = inhibition above about 21%;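 also: 0% = enzyme with no compound and 100% = no enzyme blank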
CatG inh = blocks human cathepsin G enzyme activity. inhibition, % at 5 µM (by protocol). purified enzyme, AMC-tetrapeptide fluorescence, pooled mixtures. 0.2% of 62,000 active. AID 581. P08311;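 active = inhibition above 20% in each of the two mixture wells holding the compound; inactive = inhibition of 20% or less in either well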;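 also: 0% = enzyme control without mixture and 100% = blank lacking enzyme; strong numbers were not always called active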
Target sequence (P08311 21-244 limits assumed): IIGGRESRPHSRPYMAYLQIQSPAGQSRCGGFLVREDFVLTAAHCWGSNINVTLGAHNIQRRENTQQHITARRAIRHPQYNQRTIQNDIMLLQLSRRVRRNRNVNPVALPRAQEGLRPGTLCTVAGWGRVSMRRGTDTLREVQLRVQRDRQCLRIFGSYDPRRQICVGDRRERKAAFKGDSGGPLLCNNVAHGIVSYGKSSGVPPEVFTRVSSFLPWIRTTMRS
C1s inh = human complement C1s inhibition; P09871; purified C1s, fluorogenic AMC substrate, pooled mixtures; mean inhibition % of two 10-compound mixtures (stronger effect = higher value), % at 5 µM (by protocol); 0.16% of 62,000 active; AID 538;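 active = inhibition above 20% in each of the two 10-compound mixture wells holding the compound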;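 also: 0% = enzyme wells lacking compound mixture and 100% = no-enzyme blank wells; some compounds called inactive have numbers as strong as hits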
Target sequence (P09871 16-437 limits assumed): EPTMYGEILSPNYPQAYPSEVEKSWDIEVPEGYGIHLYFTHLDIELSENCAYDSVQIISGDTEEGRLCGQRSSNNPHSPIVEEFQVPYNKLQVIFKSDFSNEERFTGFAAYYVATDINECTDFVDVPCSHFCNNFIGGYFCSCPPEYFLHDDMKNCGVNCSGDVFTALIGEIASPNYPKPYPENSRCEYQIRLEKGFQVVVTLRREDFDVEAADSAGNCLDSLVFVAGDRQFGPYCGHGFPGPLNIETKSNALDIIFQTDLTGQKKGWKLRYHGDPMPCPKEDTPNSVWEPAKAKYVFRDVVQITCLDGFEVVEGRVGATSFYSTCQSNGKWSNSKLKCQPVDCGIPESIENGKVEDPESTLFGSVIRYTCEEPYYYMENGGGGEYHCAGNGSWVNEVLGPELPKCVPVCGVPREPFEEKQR
Target sequence (P09871 438-688 limits assumed): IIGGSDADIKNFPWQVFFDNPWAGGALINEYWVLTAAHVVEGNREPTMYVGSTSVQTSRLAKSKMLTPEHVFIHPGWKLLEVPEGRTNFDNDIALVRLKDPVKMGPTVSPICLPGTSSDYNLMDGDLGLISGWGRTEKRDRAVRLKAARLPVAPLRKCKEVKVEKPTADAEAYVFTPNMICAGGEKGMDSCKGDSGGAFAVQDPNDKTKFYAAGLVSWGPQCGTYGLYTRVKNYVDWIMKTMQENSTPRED
FXIa mix inh = inhibitors of human coagulation factor XIa, pooled mixtures; inhibition, % at 5 µM; 0.19% of 62,000 active; purified FXIa, fluorogenic substrate;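 also: each value is inhibition by a whole ten-compound pool holding the compound; 0% = enzyme with no mixture and 100% = wells lacking enzyme; strong numbers were not always called active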
Abs 340nm = compound absorbs light at 340 nm. compound absorbance at 340 nm, fold over control. fold change at 10 µM. 65,000 tested, under 10 active;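 active = at 10 µM dose, initial 340 nm absorbance at least 2 fold that of control wells; inactive = change under 2 fold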;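 also: initial absorbance extrapolated from kinetic A340 decline of NADH oxidation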
CatB mixtures = inhibitors of human cathepsin B in compound mixtures. Purified cathepsin B, AMC dipeptide fluorescence. inhibition, %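 (ten-compound pools at 5 µM per compound and 50 µM total)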. 0.06% of 62,000 active; in the data active = inhibition above about 22%, passing the limit was not always enough;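 also: 0% = enzyme without compound and 100% = no enzyme blank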
FXIIa inh mix = inhibitors of human coagulation factor XIIa, pooled mixtures. P00748. purified FXIIa, fluorogenic substrate. inhibition, % at 5 µM. 0.2% of 62,000 active. AID 684;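 also: 0% = enzyme without compound and 100% = no enzyme blank; some results filed as inactive read as strong as hits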
The depositor's hits bear a star; x = no result given. Rule as the data show it, unless noted: active = inhibition above about 20% (passing the limit was not always enough); inactive = the rest.

SMILES	CatS inh	CatL inh	CatB block	CatG inh	C1s inh	FXIa mix inh	Abs 340nm	CatB mixtures	FXIIa inh mix
CC(=O)Nc1ccc(NC(=O)N2CCCCC2)cc1	-17	-4	2	-25	-58	-14	0.99	-3	1
Cc1cc(C)nc(N2CCCC(C(=O)NCCc3ccccc3F)C2)n1 (stereo not given)	5	16	-3	1	-8	0	1	-3	3
CC(=O)Nc1ccc(SCC(=O)N(CCC#N)c2ccc(C)cc2)cc1	-5	2	3	7	11	6	1	1	-1
COc1cc(OC)c(C2C(C(=O)O)c3ccccc3C(=O)N2C)cc1OC (stereo not given)	15	16	-4	0	3	3	0.98	7	5
COc1ccc2[nH]c(=S)[nH]c2c1	0	-5	0	35	15	21	0.98	1	-18
COc1cc(S(=O)(=O)N2CCCCC2)ccc1NC(=O)c1ccc(F)cc1	-1	6	5	2	-32	-5	1	1	2
O=C(Cn1cnc2c(cnn2-c2ccc(Cl)cc2)c1=O)NC1CCCCC1	6	x	6	-9	-44	7	1.1	6	8
O=C(NCc1ccco1)c1ccccc1NS(=O)(=O)c1ccc2c(c1)OCCO2	1	6	-1	-13	-18	1	1.1	0	5
COc1ccccc1N1CCN(S(=O)(=O)c2ccccc2)CC1	1	3	5	12	14	6	1	5	0
Cc1nnc(SCc2nnc(-c3ccc(Cl)cc3)o2)n1-c1ccccc1	4	26	4	8	-2	-5	1	3	6
CCc1ccc(CCC(=O)Nc2nnc(C)s2)o1	4	1	2	8	-2	7	1	3	-12
CN(C(=O)c1ccccn1)c1nnc(-c2ccccn2)s1	0	-3	-2	11	14	4	1	4	0
Cc1ccc(CNC(=O)c2cc3c(-c4ccc(Cl)cc4)nn(C)c3s2)o1	-8	0	3	9	11	7	1.1	5	35
O=C(NCc1ccccn1)c1ccc(Cl)cc1Cl	-1	-7	4	14	10	2	1.1	3	5
CCOC(=O)N1CCN(C(=O)CSc2ccc(Cl)cc2)CC1	12	16	2	13	9	11	1	13	-21
COc1ccc(OC)c(NC(=O)Cc2nn(C)c(=O)c3ccccc23)c1	2	2	-2	1	5	5	1	8	-2
O=C(c1cccs1)N(C(=O)c1cccs1)c1ccccn1	1	0	-4	4	40	6	1.1	1	6
C=CCn1c(Cc2csc(N)n2)nnc1SCc1ccc(C(=O)OC)cc1	7	7	3	-7	-33	3	1	2	5
CCCCC(=O)NC1=NC(=O)C(C)(C)S1	-7	-5	0	5	-13	3	1.1	1	7
O=C(CN1C(=O)CC(c2ccco2)Sc2ccccc21)NCC1CCCO1 (stereo not given)	-2	-2	0	9	-8	4	1	2	14
COc1ccc(OCC(=O)N(C)Cc2ccccc2)cc1	-5	1	1	3	-28	-5	1	-6	8
O=C(NCc1ccco1)c1cc2n(n1)C(C(F)(F)F)CC(c1ccc(F)cc1)N2 (stereo not given)	9	2	-1	-3	0	-4	0.99	5	4
COC(=O)CSc1nnc(-c2ccncc2)o1	9	16	-1	8	16	8	0.98	6	-1
COc1ccc(C(c2nnnn2Cc2ccccc2)N2CCN(c3ccccc3)CC2)cc1 (stereo not given)	-8	-6	0	1	-79	-9	0.99	-4	10
COc1ccc(C2CC(=O)c3cnc(NC(=O)c4ccccc4OC)nc3C2)c(OC)c1 (stereo not given)	-3	3	-3	-1	-29	2	1	-2	-18
Cc1ccc(C=NCc2ccncc2)c(O)c1	-4	13	3	-13	-22	-6	0.98	-5	-1
Cc1c(C(=O)O)nnn1-c1ccccc1	9	17	3	1	-18	9	1	-2	0
Cc1cccc(-n2c(=O)cc(N3CCN(c4ccc(F)cc4)CC3)[nH]c2=O)c1	22	1	4	-7	-18	-1	1	6	6
CN(C)c1ccc(CNC(=O)C2CCN(S(=O)(=O)c3ccc4c(c3)CCC(=O)N4)CC2)cc1	18	x	4	2	-7	9	1	1	8
Cc1cc(C)nc(SCSc2nc(C)cc(C)n2)n1	-5	-6	-1	-12	-29	1	1	-2	-6
CCC(SC1=Nc2ccccc2C2=NC(CC(C)C)C(=O)N12)C(=O)Nc1ccc2c(c1)OCO2 (stereo not given)	-3	x	4	12	18	13	1.1	6	-22
CC(=O)c1cccc(OCCN2C(=O)NC(C)(C)C2=O)c1	-3	-5	-1	1	-14	2	1	6	-15
COc1cccc(C(=O)Nc2c(C(N)=O)oc3ccccc23)c1	6	26	-1	-38	-8	1	0.99	8	1
CCC(=O)Nc1c(C#N)c2nc3ccccc3nc2n1-c1ccccc1C	-5	-48	-3	1	-74	-11	1	-10	6
COc1ccc2cc(C(=O)N3CCCCCC3)sc(=O)c2c1OC	-7	x	-1	-6	-39	8	1	-2	13
CCn1cc(C(=O)NCCCN2CCC(C)CC2)c(=O)c2cc(S(=O)(=O)N3CCCC3)ccc21	-9	-7	0	9	12	3	1.1	2	-18
COc1ccc(CCN2C(=O)C3C4C=CC(C4)C3C2=O)cc1OC (stereo not given)	6	3	2	10	-7	1	1	3	10
Brc1ccc(-c2nnc3sc(CN4CCc5ccccc5C4)cn23)cc1	-6	2	2	-2	0	6	1	1	-14
CCCn1c2c(c(O)c(C(=O)Nc3ccc(C)cn3)c1=O)CCCC2	13	13	3	16	9	4	1	0	3
CCCC(=O)Nc1ccc(-c2nc3cc(C)c(C)cc3o2)c(O)c1	-6	-455	-20	-11	-60	-6	1.2	3	4
Cc1noc(C)c1S(=O)(=O)N(CC(=O)NCc1ccc2c(c1)OCO2)c1ccc(C(C)C)cc1	13	7	2	21	13	8	1	3	3
Nc1n[nH]c(-c2ccc(Br)cc2)c1Cl	-1	0	0	13	22	6	1	4	-10
CC1=CC=CC2=NC(=O)CC(C)(C(=O)N(CC(=O)NC(C)C)C3CCCC3)N12 (stereo not given)	-8	-20	0	-3	-23	0	1	3	-12
O=C(Nc1ccccc1Cl)c1cnccn1	4	11	7	9	14	8	1.1	-1	0
COc1ccc(C2CC(=O)c3cnc(NC(=O)c4ccccc4)nc3C2)cc1OC (stereo not given)	0	5	2	-12	-39	-3	1.1	-3	10
CCC(c1nnnn1CCc1ccccc1)N(Cc1ccco1)Cc1cc2cc(C)cc(C)c2[nH]c1=O (stereo not given)	-8	-8	3	-16	-54	-3	1.1	0	2
CCCc1cc(C(=O)Nc2cc(C)nn2-c2ccccc2)no1	-9	-7	-1	6	-9	4	1	3	-12
COCc1cc(C)n(CC(=O)NC(C)c2ccccc2)c(=O)c1C#N (stereo not given)	-9	1	-1	4	-8	2	1.1	-2	3
C=CCn1c(=O)c2c(nc3n2CCN3c2cccc(Cl)c2C)n(C)c1=O	-4	8	-2	6	10	3	0.99	1	-2
CCc1c(C)nc2ncnn2c1N1CCC(C(=O)Nc2cccc(C(C)=O)c2)CC1	3	23	3	8	-2	-4	1	0	8
CCc1nc2c(c(=O)[nH]1)C1(CCCC1)Cc1ccccc1-2	-2	x	2	-2	3	7	1.1	-2	0
O=C1CCC(=O)N1OCCCOc1ccc(Br)cc1Cl	0	5	1	6	-8	3	1	-2	8
C=CCSc1nsc(N)n1	-2	4	3	-10	-13	1	1	1	-15
Cc1cc(Nc2ccc(Br)c(C)c2)n2nc(C)nc2n1	-2	x	4	9	14	9	1	3	-15
Cn1c(=O)c2c(SCc3cccc(C(F)(F)F)c3)nc(-c3ccco3)nc2n(C)c1=O	-2	-3	5	8	2	1	1.1	2	4
Cc1cc(=O)oc2cc3c(cc12)OCCN3	-29	-176	-43	-40	-398	-52	1.1	-25	6
CCC(C)NC(=O)CCS(=O)(=O)c1ccc(Br)s1 (stereo not given)	11	0	3	10	-9	7	1	6	8
Cc1ccc(S(=O)(=O)Cn2cnnn2)cc1	-1	-4	3	5	-11	-4	1	3	5
COc1ccc(N2CCN(C(c3cc4ccc(C)cc4[nH]c3=O)c3nnnn3C3CCCC3)CC2)cc1 (stereo not given)	3	1	1	10	12	6	1	3	-15
COC(=O)c1cc(Br)c(=O)n(Cc2ccncc2)c1	-1	-6	-1	11	4	6	1	1	8

Next section
SMILES	CatS inh	CatL inh	CatB block	CatG inh	C1s inh	FXIa mix inh	Abs 340nm	CatB mixtures	FXIIa inh mix
CC1(C)CC(=O)C2=C(C1)NC(Nc1nc3ccccc3o1)=NC21CCCC1	9	14	1	8	0	-2	1.1	1	-1
COCCSc1nnc(NC(=O)C2CCCCC2)s1	2	-1	1	5	2	8	0.99	-2	3
Cc1nn(C)c(C)c1NC(=O)CSc1nc(Cc2ccccc2)nc2c1cnn2-c1ccccc1	27	2	-3	9	5	7	0.99	6	20
COc1ccc(C(=O)N2CCN(S(=O)(=O)c3ccc(C)cc3C)CC2)cc1OC	0	x	-2	9	12	10	1	2	3
Cc1coc(C)c1C(=O)CC1(O)C(=O)N(CCc2ccccc2)c2ccccc21 (stereo not given)	-5	5	0	7	-5	4	1	0	0
CC(C)N(Cc1nc(-c2ccc(Cl)cc2)no1)C(=O)CCCN1C(=O)c2ccccc2C1=O	-4	14	3	4	-58	-4	1.1	0	-1
c1ccc(-c2[nH]ncc2-c2nc3ccccc3[nH]2)cc1	-3	11	5	-11	-29	-22	1	-2	5
CCOC(=O)c1c(NC(=O)CSc2nnc(C)s2)sc2c1CCN(C)C2	2	5	-3	10	21	4	1.1	2	3
CCc1ccccc1N1CCN(S(=O)(=O)c2ccc(F)c(C)c2)CC1	8	1	-6	4	4	0	1.1	-4	-3
CCOc1ccc(-c2nc(-c3ccccc3C)no2)cc1	-2	-7	0	-1	1	0	1.1	1	0
Cc1cccc(N2CCN(C(=O)COc3cc(=O)n(C)c4ccccc34)CC2)c1C	-3	-1	1	10	17	8	1	4	13
COc1ccccc1NC(=O)CNS(=O)(=O)c1ccccc1	-6	5	-1	-4	-50	-5	0.99	-4	2
CC(=O)c1c(N2CCOCC2)nc(=S)n(-c2cc(C)ccc2C)c1C	-3	0	1	19	13	4	1.1	2	2
Cc1onc(-c2ccccc2)c1C(=O)Nc1ccnn1C1CCCCC1	2	16	3	12	9	4	0.97	2	2
CCN(CC(=O)Nc1cccc(C(C)=O)c1)S(=O)(=O)c1ccc(OC)cc1	-7	7	-2	8	-3	1	1	1	-10

Just CatB mixtures and Abs 340nm, for 3 of the compounds above:
SMILES,CatB mixtures,Abs 340nm
COc1ccc(N2CCN(C(c3cc4ccc(C)cc4[nH]c3=O)c3nnnn3C3CCCC3)CC2)cc1 (stereo not given),3,1
COC(=O)c1cc(Br)c(=O)n(Cc2ccncc2)c1,1,1
CC1(C)CC(=O)C2=C(C1)NC(Nc1nc3ccccc3o1)=NC21CCCC1,1,1.1

(more compounds)
SMILES	CatS inh	CatL inh	CatB block	CatG inh	C1s inh	FXIa mix inh	Abs 340nm	CatB mixtures	FXIIa inh mix
CN(CC(=O)NCc1ccco1)S(=O)(=O)c1cccc2cccnc12	-2	x	0	-2	-2	4	1.1	0	10
COc1cccc2cc(C(=O)Nc3cccc(C)n3)c(=O)oc12	0	-5	0	5	5	3	1	3	4
O=C1CC(c2cccs2)Cc2nc(NCC3CCCO3)ncc21 (stereo not given)	2	8	0	-4	0	1	1	-1	-1
COc1cccc(NC(=O)N(Cc2ccco2)C(C)c2cccs2)c1 (stereo not given)	-1	10	6	11	12	6	0.98	6	12
CCOC(=O)N1CCN(C2CC(=O)N(c3ccccc3)C2=O)CC1 (stereo not given)	6	0	3	-14	-19	2	1	2	7
CCN=C(NCC)SC1CC(=O)N(c2cccc(OCC)c2)C1=O (stereo not given)	-6	-12	1	8	12	7	0.99	3	-5
CCOC(=O)C1CCN(C(=O)CCNC(=O)c2cc(OC)c(OC)c(OC)c2)CC1	-1	5	2	6	-1	2	1	2	4
CCCCC(=O)NC(Nc1cc(C)ccn1)(C(=O)OCC)C(F)(F)F (stereo not given)	-4	-1	-1	0	1	6	1	2	3
CCN(c1ccc(OC)cc1)S(=O)(=O)c1ccc2c(c1)CCN2C(=O)CCC(=O)O	-1	7	1	-12	19	7	0.99	2	2
COc1ccccc1NC(=O)CCSc1nnnn1C	15	2	2	-1	-7	-2	1	-2	8

An excerpt; count on the stated rates, not on these rows.
